Screening results from PubChem.
Anesthetic bind = candidate novel general anesthetic via apoferritin binding; apoferritin/1-aminoanthracene competitive binding, fluorescence; Potency, µM (doses to about 77.5 µM), without a hit: top-dose activity change, negative = displacement, actives largely listed as inhibitors; 350,000 compounds, 0.074% hits; AID 485281; further: potency means the concentration at half of the fitted maximal effect; on the % scale 0 is the no-effect control and ±100 the full control effect; nearly all actives have a fitted effect of over 20% in size
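10 uM apoferritin + 50% sat. 1-AMA, PBS; cpd 10 min RT; Ex380/Em535 endpoint; normalized to free probe vs complex; 4-param Hill fit; propofol titration as pos. ctrl.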
POLH inh = inhibitors of human DNA polymerase eta; Q9Y253; recombinant Pol eta, fluorescent DNA replication assay; Potency, µM (highest dose often 114 µM), without a hit: top-dose activity change, negative = inhibition, usual class: inhibitors; 390,000 compounds, 1.2% hits; further: potency means the concentration at half of the fitted maximal effect; on the % scale 0 is the no-effect control and ±100 the full control effect
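Pol eta at 10 nM preincubated with compounds 15 min at room temperature; reaction started with fluorescent substrate (50 nM final) and read kinetically at 0 and 10 min.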
APE1 inh = APE1 (human) endonuclease inhibition. P27695. recombinant APE1, TAMRA/BHQ-2 abasic DNA cleavage fluorescence. Potency, µM (titrated, usually from 65.8 µM), for inactives: at the highest dose activity change, negative = inhibition, actives largely listed as inhibitors. 350,000 compounds, 0.35% hits. AID 2517;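 further: potency means the concentration at half of the fitted maximal effect; plate controls were vehicle for no effect and reference inhibitor for full effect; nearly all actives have a fitted effect of over 55% in size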
Target sequence (P27695 whole entry, looked up): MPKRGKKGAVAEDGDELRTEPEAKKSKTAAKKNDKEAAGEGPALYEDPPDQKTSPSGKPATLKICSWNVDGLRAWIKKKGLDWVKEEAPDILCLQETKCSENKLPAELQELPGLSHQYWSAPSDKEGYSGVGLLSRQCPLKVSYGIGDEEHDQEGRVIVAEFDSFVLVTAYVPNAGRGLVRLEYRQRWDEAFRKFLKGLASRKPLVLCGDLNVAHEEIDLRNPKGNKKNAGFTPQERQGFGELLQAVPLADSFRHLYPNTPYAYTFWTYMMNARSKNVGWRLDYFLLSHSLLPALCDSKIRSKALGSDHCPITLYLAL
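Readout is kinetic fluorescence (ex 525, em 598 nm) from cleavage of 50 nM TAMRA/BHQ-2 THF abasic duplex by 0.75 nM APE1, compound added 15 min beforehand at RT.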
ERG-DNA inh = ERG Ets/DNA interaction inhibition | fluorescence polarization, His-ERG Ets domain / labelled DNA | Potency, µM (doses to about 76.9 µM), without a hit: at the top dose FP activity, negative = inhibition, actives largely listed as inhibitors | 370,000 compounds, 0.028% hits | P11308; active means well fitted inhibition curve with a large enough effect in the polarisation, with a control signal flat; inconclusive means small, poorly fitted or top-dose-only effect, or effect the other way, or a change in a side signal; inactive means no such curve, though single readings can be large or run the other way; the % refers to the polarisation;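 further: polarization taken with two DNA probes labelled with fluorescein and Texas red; potency means the concentration at half of the fitted maximal effect; % of control where 0% means no effect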
Target sequence (P11308 whole entry, looked up, the tested form may be a part): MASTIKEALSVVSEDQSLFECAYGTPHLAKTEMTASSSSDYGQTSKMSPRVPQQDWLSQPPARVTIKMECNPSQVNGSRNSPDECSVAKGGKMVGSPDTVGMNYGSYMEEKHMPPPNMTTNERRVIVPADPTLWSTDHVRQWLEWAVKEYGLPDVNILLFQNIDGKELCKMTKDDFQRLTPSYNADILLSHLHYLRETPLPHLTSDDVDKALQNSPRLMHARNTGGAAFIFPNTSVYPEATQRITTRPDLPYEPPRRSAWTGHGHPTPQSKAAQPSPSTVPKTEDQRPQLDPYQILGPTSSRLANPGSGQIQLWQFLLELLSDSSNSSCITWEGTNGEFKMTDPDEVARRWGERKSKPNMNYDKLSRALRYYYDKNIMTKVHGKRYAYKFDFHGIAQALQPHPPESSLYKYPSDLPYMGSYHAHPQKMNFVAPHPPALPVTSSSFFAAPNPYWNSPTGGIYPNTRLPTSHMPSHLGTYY
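His-tagged ERG Ets domain (1 uM in the protein solution; 300mM KCl, 50mM Tris-HCl, 1mM EDTA, 1mM DTT, pH 7.5) received compound, then a probe mix of 5 nM fluorescein-DNA and 100nM Texas-615-DNA. Fluorescence polarization was read for both dyes.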
ALOX12 inh = ALOX12 (human) lipoxygenase inhibition. purified 12hLO, xylenol orange hydroperoxide absorbance. Potency, µM (doses to about 108 µM), for the others: at the top dose activity change, negative = inhibition, usual class: inhibitors. 580,000 compounds, 1.1% hits; further: potency means the concentration at half of the fitted maximal effect; on the % scale 0 is the no-effect control and ±100 the full control effect
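Purified human 12hLO (150 nM final) in 25 mM Hepes, 0.01% Triton X-100, pH 7.0 was preincubated 15 min at room temperature with compound. Then 40 uM arachidonic acid was added, 30 min. Hydroperoxide was read by Fe-XO absorbance ratio 573/405 nm.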
RGS4 inhibitor = human RGS4 inhibition; Transcreener GDP fluorescence polarization, RGS4-accelerated GTP hydrolysis; 390,000 compounds, 0.039% hits; P49798; Potency, µM (top dose mostly 114 µM), for the others: at the highest dose activity change, negative = inhibition, actives largely listed as inhibitors; further: potency means the concentration at half of the fitted maximal effect; on the % scale 0 is the no-effect control and ±100 the full control effect; nearly all actives have a fitted effect of over 75% in size; some results filed as inactive show a strong effect at the top dose
Target sequence (P49798 whole entry, looked up): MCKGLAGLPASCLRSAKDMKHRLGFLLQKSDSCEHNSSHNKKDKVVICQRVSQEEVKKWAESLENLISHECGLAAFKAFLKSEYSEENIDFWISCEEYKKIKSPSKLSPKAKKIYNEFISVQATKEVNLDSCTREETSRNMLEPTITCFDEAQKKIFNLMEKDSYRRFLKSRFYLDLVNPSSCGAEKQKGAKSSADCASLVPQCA
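MLSMR compounds (23 nl, pin-transferred) preincubated 10 min at room temperature with a 500nM (2x) first reagent, then RGS4 at 900nM (2x) plus Transcreener GDP mix added; fluorescence polarization (620/688 nm) read before and after 90 min at 30 °C.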
LDHA block = blocks human lactate dehydrogenase A; P00338; purified LDHA, NADH/diaphorase-resazurin fluorescence; stronger effect = lower value; activity change, % (values are at about 110 or 230 µM); 480,000 compounds, 0.15% hits; in the data active means activity change below about -30%; inconclusive means mostly about -25% to -30%;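 further: plate controls were DMSO wells for no effect and wells without enzyme for full effect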
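LDH5 2 nM; NADH 0.06 mM, pyruvate 0.2 mM; 200 mM Tris pH 7.4, EDTA, Tween-20; 5 min RT. Detection: diaphorase 0.133 mg/mL + resazurin 37 µM, fluorescence ex540/em590 at 0 and 20 min; normalized to enzyme-free and DMSO wells.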
POLB inh = inhibitors of human DNA polymerase beta; P06746; Pol beta primer extension/strand displacement, fluorescence kinetic; Potency, µM (series often up to 114 µM), without a hit: at the highest dose activity change, negative = inhibition, hits mostly inhibitors; 340,000 compounds, 1.3% hits; AID 485314; further: potency means the concentration at half of the fitted maximal effect; on the % scale 0 is the no-effect control and ±100 the full control effect
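Reaction started by 50 nM substrate onto compound-treated Pol beta (10 nM, 15 min preincubation, room temperature); plates read at 0 min and 10 min. Normalized concentration-effect data fitted by four-parameter Hill equation.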
Pol kappa inh = DNA polymerase kappa (human) inhibition. Q9UBT6. purified Pol kappa, fluorescent DNA synthesis assay, 10 min. Potency, µM (top dose mostly 107 µM), for inactives: at the highest dose activity, negative = inhibition, hits mostly inhibitors. 400,000 compounds, 0.53% hits. AID 588579; further: potency means the concentration at half of the fitted maximal effect; on the % scale 0 is the no-effect control and ±100 the full control effect
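Kinetic fluorescence screen: compound preincubated 15 min RT with 10 nM enzyme; 50 nM substrate (final) initiates; reads at 0/10 min.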
* = called active by the depositor; i = inactive; ? = inconclusive; / = not tested or not shown; & = joins results of further samples; [ ] = dose if it differs, or a comment. Unless noted, the call rests on the fitted dose curve; in most records, active means well fitted curve in the direction sought with a large enough effect; inconclusive means small, poorly fitted or top-dose-only effect, or another doubt; inactive means no such curve, though single readings can be large; an effect the other way counts as inactive or inconclusive. Only part of the results is shown; rates above refer to the full screens.

SMILES | Anesthetic bind | POLH inh | APE1 inh | ERG-DNA inh | ALOX12 inh | RGS4 inhibitor | LDHA block | POLB inh | Pol kappa inh
COc1ccc(C(=O)NC(C)CCCC(C)(C)O)cc1OC1CCN(C(C)=O)CC1 (stereo not given) | -2.0% | -0.7% | -0.5% | 1.8% | 161.5%[activator] | -18.4% | 2.2 | 2.2% | 12.6%
Cc1nnc(SCC(=O)Nc2ncc(S(=O)(=O)c3ccc([N+](=O)[O-])cc3)s2)s1 | -9.3% | -7.7% | -0.4% | 2.0% | -6.9% | 6.7% | -5.9 | 8.8% | -1.0%
O=C(N/N=C/c1ccc2c(c1)OCO2)c1cccnc1 | -4.7% | -1.0% | 54.2%[activator] | 3.4% | -6.6% | 12.0% | -6.9 | 1.0% | -3.2%
CC(Cc1ccc(Cl)cc1)N1CCC(n2nccc2NC(=O)C2CCCC2)CC1 (stereo not given) | ? | -14.7% | -21.2% | 7.4% | -13.6% | -30.7% | -0.3 | -1.1% | 7.4%
CC1Cc2ccccc2N1C(=O)C1CCCN(S(=O)(=O)c2cccc3cccnc23)C1 (stereo not given) | -17.1% | -6.7% | 6.7% | -0.3% | 6.0%[57.4 µM] | -4.3% | 0.7 | 13.5% | 0.9%
Cc1cc2c(=O)n(Cc3ccco3)c(SCC(=O)NCc3ccco3)nc2s1 | -13.3% | ? | -7.6% | -1.0% | ? | 9.7% | -16.7 | ? | ?
Cn1cnc([N+](=O)[O-])c1Nc1ccccc1O | -4.3% | -9.0% | -0.1% | 2.8% | ? | 3.3% | 7.2 | 1.4% | -14.6%
O=C(CSc1nnc2c(n1)[nH]c1ccccc12)Nc1cccc(S(=O)(=O)N2CCOCC2)c1 | 8.1% | 13.3% | 1.0% | 3.0% | -29.4% | -32.0% | -2.7 | -17.7% | 1.4%
CCOc1ccccc1N1CCN(C(=O)c2ccc(-c3ccc(OC(C)=O)cc3)cc2)CC1 | -8.9% | -18.6% | -25.1% | 1.7% | ? | ? | -0.2 | -0.3% | 2.1%
CN(C)c1nc(-c2ccccc2)nc(-c2ccc(Cl)cc2)c1C#N | -3.8% | -16.9% | -7.7% | 0.1% | 102.8%[activator] | 12.7% | -4.1 | 1.9% | 4.3%
COC(=O)c1c(C)[nH]c(C(=O)OCC(=O)NCC(C)C)c1C | -2.6% | 3.7% | 3.2% | -15.6% | 13.5% | 2.8% | -1.5 | 15.6% | 2.0%
CCc1ccc(S(=O)(=O)N(C(=O)c2ccncc2)c2ccc3oc(C)c(C(=O)OC)c3c2)cc1 | -20.4% | -20.0% | / | -5.7% | -17.2% | -4.5% | 4.0 | 1.5% | -14.1%
COc1cccc(NS(=O)(=O)c2ccc3[nH]cc(C(=O)N4CCCCCC4)c(=O)c3c2)c1 | 32.4%[activator] | ? | / | 0.1% | ? | -1.7% | 0.2 | ? | -18.0%
CCOC(=O)c1ccccc1NC(=O)c1c(O)c2ccccc2n(CC)c1=O | -3.1% | -19.4% | -0.3% | -0.7% | 122.5%[activator] | -5.8% | -7.0 | -22.2% | -6.6%
COc1ccc(-c2onc(C)c2C)cc1S(=O)(=O)NC1CCC(C)CC1 (stereo not given) | -15.5% | -17.4% | / | -0.5% | ? | 6.3% | 1.7 | -12.2% | -10.3%
CC(C)C[C@@H]1CN=C(N)N1C[C@@H]1CCCN1C[C@@H](C(C)C)N1C[C@@H](Cc2ccccc2)N(CCCC2CCCC2)C1=N | / | -11.2% | 27.3% | -2.6% | 16.3% | 13.4% | -8.8 | / | -24.7%
CCN1CCC2(CCN(C(=O)c3cc(COc4cc(C)ccc4C)on3)C2)C1 (stereo not given) | -21.3% | -4.3% | 18.3% | 0.6% | 3.0% | -13.0% | -2.8 | 18.5% | -1.0%
COc1cc(C2NC(=O)NC(c3ccccc3)=C2C(C)=O)c(Br)c(Br)c1O (stereo not given) | -7.6% | 3.8% | 9.8% | -5.7% | -9.0% | -25.9% | -0.6 | -4.8% | -4.0%
CC(C)C(=O)NN1c2ccccc2CCc2ccccc21 | 11.1% | -6.5% | -3.6% | 10.3% | 5.9% | -11.1% | -6.5 | 12.8% | -2.8%
O=C(OCc1ccccc1Cl)c1ccc(-n2cnnc2)cc1 | -20.4% | -10.1% | -1.9% | -0.8% | 0.0% | 21.2% | -9.1 | 4.0% | -12.4%
O=C(CN1CCN(Cc2ccc3c(c2)OCO3)CC1)Nc1ccc2c(c1)OCO2 | -10.4% | -9.3% | -6.1% | 1.3% | 4.9% | -36.0% | -0.5 | 8.7% | -22.4%
Cc1c(Br)c(C(N)=O)nn1C | -10.6% | 0.4% | 19.1% | -3.3% | 18.3% | 5.6% | -0.2 | -15.3% | 1.1%
CN(C1CCCCC1)S(=O)(=O)c1ccc(F)c(C(=O)Nc2ccc(C(F)(F)F)cc2)c1 | -16.1% | ? | / | 1.4% | -11.0% | 3.6% | 4.9 | -23.6% | 6.0%[60.1 µM]
O=C(NCCN1CCCCCC1)C1CCN(S(=O)(=O)N2CCOCC2)CC1 | 3.2% | -8.4% | 0.9% | -9.5% | 36.9%[activator] | -31.2% | -4.2 | 0.0% | 0.5%
COc1ccc(Br)cc1/C=C\C(=O)NCc1cccnc1 | -2.3% | -18.4% | 1.4% | 0.5% | -6.9% | -6.9% | -6.3 | -2.3% | -1.5%
Cc1cc(Cl)c(S(=O)(=O)NC(C(=O)O)C(C)C)cc1OCC(=O)NC1CCCCC1 (stereo not given) | -12.3% | -8.8% | 19.3% | -2.2% | -5.9% | 0.5% | 1.8 | -17.0% | 2.6%
O=C(Nc1nnc(-c2cccs2)o1)c1cccc(C(F)(F)F)c1 | -3.2% | -14.2% | -4.8% | -3.8% | -3.2% | -53.5% | 3.0 | 9.3% | -12.1%
COc1ccc(CCNC(=O)c2cc3c(=O)n(C)c4ccccc4c3s2)cc1OC | -4.4% | -4.3% | / | -9.3% | -21.7% | -16.7% | -5.6 | 19.8% | -5.5%
CCc1ccc(NC(=O)CSc2nnc(-c3ccco3)o2)cc1 | -6.5% | -6.9% | 39.2% | -3.3% | i | -1.9% | -6.2 | 24.0% | 2.2%
O=c1[nH]c(C2CCN(S(=O)(=O)c3ccc(C(F)(F)F)cc3)CC2)nc2c1nnn2Cc1ccc(F)cc1 | -23.6% | -9.4% | 22.6% | 6.1% | -4.9% | 2.0% | 2.4 | -0.2% | 1.4%
COc1ccc(CCNS(=O)(=O)c2cccc3nsnc23)cc1OC | -12.0% | -12.8% | -10.4% | -7.6% | 20.5% | 1.8% | -10.1 | 19.6% | -1.8%
Cc1c(C)c2ccc(OCC(=O)Nc3ccc(S(N)(=O)=O)cc3)c(C)c2oc1=O | -10.1% | ? | -26.2% | 0.3% | -7.7% | 0.9% | -23.0 | 31.6µM* | ?
O=C(O)c1ccccc1 | / | -8.8% | 31.2%&3.0% | -2.8% | 24.3% | 5.4% | -3.3 | / | -7.9%
Nc1ncnc(Nc2cccc(Cl)c2Cl)n1 | -18.6% | -12.7% | -5.3% | -13.7% | -1.4% | 18.7% | -6.6 | -18.2% | -17.1%[60.1 µM]
C#CCOCCOCCOCCNc1nc(N2CCN(C(=O)[C@H](CCCCN)n3cc([C@@H](N)C(C)CC)nn3)CC2)nc(N2CCN(C(=O)[C@H](Cc3cc4ccccc4[nH]3)n3cc([C@@H](N)CC(C)C)nn3)CC2)n1 (stereo not given in full) | -10.1% | -15.9% | 7.1% | 14.8% | / | ? | 6.4 | 68.1% | -9.0%
Cc1c(OC(=O)c2ccc([N+](=O)[O-])cc2)c2c(c[n+]1C)COC(C)(C)OC2 | -9.3% | -0.5% | 1.5% | -15.3% | / | -29.3% | 11.2 | 31.2% | -4.1%
Cc1cc(OCCn2cc(/C(N)=N/O)c3ccccc32)ccc1Cl | -0.6% | -7.4% | 13.8% | / | -33.1% | -13.1% | 0.8 | 9.3% | -4.7%
Fc1ccc(CNC(=S)NCc2ccccc2)cc1 | -10.7% | -21.5% | -5.9% | 6.6% | ? | -16.8% | -4.0 | 2.5% | -7.8%
Fc1ccc(N2CCN(Cc3nnc(-c4ccccc4)o3)CC2)cc1 | -11.2% | -12.0% | 0.9% | -2.1% | -9.4% | 4.6% | -0.9 | 31.9% | 13.5%
Cc1ccc(-c2csc(NC(=O)c3ccco3)n2)cc1C | -23.9% | -25.6% | -17.6% | 9.8% | -31.3% | -13.6% | -1.8 | 23.6% | -1.5%

Molecules shown so far that have a nitro group on carbon (three):
SMILES | Anesthetic bind | POLH inh | APE1 inh | ERG-DNA inh | ALOX12 inh | RGS4 inhibitor | LDHA block | POLB inh | Pol kappa inh
Cc1nnc(SCC(=O)Nc2ncc(S(=O)(=O)c3ccc([N+](=O)[O-])cc3)s2)s1 | -9.3% | -7.7% | -0.4% | 2.0% | -6.9% | 6.7% | -5.9 | 8.8% | -1.0%
Cn1cnc([N+](=O)[O-])c1Nc1ccccc1O | -4.3% | -9.0% | -0.1% | 2.8% | ? | 3.3% | 7.2 | 1.4% | -14.6%
Cc1c(OC(=O)c2ccc([N+](=O)[O-])cc2)c2c(c[n+]1C)COC(C)(C)OC2 | -9.3% | -0.5% | 1.5% | -15.3% | / | -29.3% | 11.2 | 31.2% | -4.1%
